# Source: PubChem BioAssay
# FEN1 inhibitor: human FEN1 inhibition; P39748; Potency, µM (highest dose often 114 µM), without a hit: top-dose activity change, negative = inhibition, actives largely listed as inhibitors; hit rate 0.35% among 390,000; Recombinant FEN1 flap cleavage, fluorescence, 15 min; further: nearly all actives have a fitted effect of over 65% in size
#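 Reaction started by adding substrate (50 nM final) to 10 nM enzyme after 15 min room-temperature compound preincubation. Reads at 0 and 15 min, with data normalized and fitted to a four-parameter Hill equation.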
# TDP1 block: TDP1 (human) enzyme inhibition. Q9NUW8. recombinant TDP1, AlphaScreen DNA substrate cleavage. Potency, µM (titrated, usually from 130 µM), inactives show at the top dose activity change, negative = inhibition, hits mostly inhibitors. hit rate 0.28% among 350,000; further: nearly all actives have a fitted effect of over 40% in size
# Target sequence (Q9NUW8 whole entry, looked up): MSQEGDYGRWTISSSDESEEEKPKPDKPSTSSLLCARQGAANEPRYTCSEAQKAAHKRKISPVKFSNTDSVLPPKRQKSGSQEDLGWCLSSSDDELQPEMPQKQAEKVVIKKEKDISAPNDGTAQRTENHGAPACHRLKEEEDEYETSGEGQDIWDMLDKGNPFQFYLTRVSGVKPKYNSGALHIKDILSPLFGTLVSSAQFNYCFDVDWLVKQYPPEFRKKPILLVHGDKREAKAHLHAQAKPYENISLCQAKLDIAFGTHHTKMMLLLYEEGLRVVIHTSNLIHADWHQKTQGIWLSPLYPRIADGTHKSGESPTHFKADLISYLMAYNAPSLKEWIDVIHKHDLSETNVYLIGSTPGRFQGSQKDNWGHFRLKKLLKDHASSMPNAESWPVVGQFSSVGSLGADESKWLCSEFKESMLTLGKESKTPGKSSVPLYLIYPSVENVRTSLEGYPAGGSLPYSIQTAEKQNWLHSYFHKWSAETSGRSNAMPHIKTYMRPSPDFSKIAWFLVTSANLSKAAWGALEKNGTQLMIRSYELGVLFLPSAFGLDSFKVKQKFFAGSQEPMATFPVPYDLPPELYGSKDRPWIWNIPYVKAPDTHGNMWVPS
#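 Tdp1 1 nM final; 15 min RT w/ cpd; substrate 15 nM, 5 min; beads 10 ug/ml, 10 min; AlphaScreen read. Neg ctrl: no enzyme.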
# N370S GC: inhibitors or activators of N370S glucocerebrosidase for Gaucher disease; hit rate 0.092% among 330,000; P04062; AID 2101; N370S GC spleen homogenate, 4MU-glucoside fluorescence; Potency, µM (top dose mostly 59.4 µM), for inactives: at the highest dose activity change, negative = inhibition, most hits filed as inhibitors;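 further: 0% = full enzyme activity and -100% = no enzyme basal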
# * = called active by the depositor; ? = inconclusive; . = no result given; & = joins results of further samples; [ ] = another dose, or the depositor's remark. The call rests on the fitted dose curve; in most records, active means well fitted curve in the direction sought with a large enough effect; inconclusive means small, poorly fitted or top-dose-only effect, or another doubt; inactive means no such curve, though single readings can be large; an effect the other way counts as inactive or inconclusive. Unless noted, on the % scale 0 is the no-effect control and ±100 the full control effect; potency means the concentration at half of the fitted maximal effect.
SMILES,FEN1 inhibitor,TDP1 block,N370S GC
CC1(C)OC2OC(COC(=O)c3ccc([N+](=O)[O-])cc3)C3OC(C)(C)OC3C2O1 (configuration not stated),-3%,0%,15%
CS(=O)(=O)c1nc(S(=O)(=O)c2ccc(Cl)cc2)c(N2CCCCC2)s1,-19%,3%,-4%
CCOc1ccc(Br)cc1C(=O)N/N=C/c1cccnc1,18%,.,-3%
CCCOC1CCCN(C(=O)c2ccc(OC3CCN(C(=O)CCOC)CC3)cc2)C1 (configuration not stated),3%,2%,-5%
COc1ccc(NC(=O)C2CCCN(CCCc3ccccc3)C2)cc1OCC(C)C (configuration not stated),-3%,6%,?
COC(=O)c1ccc(NC(=O)NCCCl)cc1,-18%,8%,-3%
Cc1ccc(NC(=O)C(C)n2nnc3sc4c(c3c2=O)CCCC4)cc1Cl (configuration not stated),11%,0%,.
OC(COc1ccc2ccccc2c1)CN1CCOCC1 (configuration not stated),0%&-2%,0%,-4%
Cc1ccc(-n2c(=O)c3c(cnn3C)n(CC(=O)Nc3cccc(Cl)c3)c2=O)cc1,-11%,3%,.
CCCNS(=O)(=O)c1cc(-c2nnc3c4ccccc4c(C)nn23)ccc1OC,-7%,1%,.
OC[C@@H]1O[C@@H](n2cnc3c(N[C@H]4CCC[C@@H]4O)ncnc32)[C@H](O)[C@H]1O,.,1%,-1%
COc1ccc(N(CC(=O)NCCC2=CCCCC2)S(=O)(=O)c2ccc(C)cc2)cc1,.,-2%,9%
Cc1ncc([N+](=O)[O-])n1Cc1ccc(Br)cc1,-5%,1%,3%
CS(=O)(=O)c1ccc(-c2cccc(NC(=O)c3ccco3)c2)nn1,4%,1%,1%
O=C(Nc1nnc(COc2ccc(Cl)cc2)s1)C1CCCO1 (configuration not stated),-15%,5%,-6%
Nc1ccccc1-c1nc2ccccc2s1,-3%,?,26%
Cc1ccc(S(=O)(=O)N2CCN(C(=O)c3ccccc3)C2)cc1[N+](=O)[O-],-3%,5%,-9%
O=C(O)CC(NC(=O)C12CC3CC(CC(C3)C1)C2)c1ccc(OC2CCCC2)cc1 (configuration not stated),-6%,1%,9%
CCN(CC)S(=O)(=O)c1ccc(/C=C/C(=O)Nc2ccc(N3CCOCC3)cc2)cc1,-20%,1%,-7%
COCCCNC(=O)c1c(NC(=O)Cc2coc3cc(C)ccc23)sc2c1CCCC2,-2%,7%,.
CN(Cc1ccccc1)C(=O)CN1C(=O)NC(C)(c2ccc(C(C)(C)C)cc2)C1=O (configuration not stated),-5%,10%,-8%
COc1cc(C(=O)N2c3ccccc3CC2C)cc(OC)c1OC (configuration not stated),6%,9%,7%
O=C1CN(C(=O)c2cc(Br)c(Br)s2)c2ccccc2N1,-12%,-1%,-11%
Cc1c(NC(=O)CN2C(=O)C(=O)c3ccccc32)c(=O)n(-c2ccccc2)n1C,-12%,2%,-5%
O=c1[nH]c2ccccc2n1Cc1ccc(F)cc1,-8%,.,-2%
Cc1cccc(C(c2sc3nc(-c4ccco4)nn3c2O)N2CCN(c3ccccc3)CC2)c1 (configuration not stated),11%,13%,.
Cc1cc(C)cc(C(=O)OCC(=O)NCc2cccs2)c1,4%,-1%,6%
CCCCCSc1nnc(-c2cc(Br)ccc2N)c(=O)[nH]1,-3%,1%,10%
COc1ccc(Cl)cc1NC(=O)CN(C1CCCCC1)S(C)(=O)=O,8%,1%,?
O=C(CSc1ncccn1)NCc1ccc(F)cc1,0%,6%,4%
O=C(CSc1nnc(-c2ccncc2)n1Cc1ccco1)Nc1ccccc1F,-9%,1%,4%
CCCN(CC(=O)Nc1cccc(Br)c1)CC(=O)Nc1ccc(F)c(F)c1F,-17%,-3%,3%
CCc1ccc(CNC(=O)c2c3c(nc4ccccc24)C(=O)N(C2CCCCC2)C3)cc1,-19%,11%,.
CCCCc1nn2c(=O)cc(COC(=O)c3cccc(NC(=O)c4cccc(C)c4)c3)nc2s1,4%,4%,.
CC(C)(C)c1nc(N)nc(=O)[nH]1,-4%,6%,?
COc1cc(NC(=O)c2cc(Br)cc(C)c2OC)ccc1NC(=O)C(C)C,-11%,2%,17%
O=C1CSC(c2ccc(F)cc2)N1c1ccccc1F (configuration not stated),13%,.,0%
O=C1NC2(CCCCC2)C(=O)N1/N=C/c1ccc(O)cc1O,-1%,-4%,.
CCOC(=O)C1CCCN(C(=O)COc2ccc(C(=O)c3ccccc3)cc2)C1 (configuration not stated),-3%,5%,-5%
CCc1nc2c(c(=O)c3ccccc3n2C)c(=O)n1C1CCCCCC1,?,3%,15%
COc1ccc(/C=N/n2c(=O)[nH]c3c([nH]c4ccc(C)cc43)c2=O)cc1CN1CCOCC1,-13%,-2%,24%
O=C(NCc1ccccc1Cl)c1cc2c(s1)-c1ccc(Cl)cc1SC2,-12%,3%,.
O=C1CCN(Cc2ccccc2)C=C1c1cccc(O)c1,16%,3%,.
COc1ccc(CN(C)CC(=O)Nc2cccc(S(=O)(=O)N(C)c3ccccc3)c2)c(OC)c1,-9%,2%,.
O=C(c1ccco1)N1CCN=C1SCc1c(F)cccc1Cl,-3%,-2%,8%

# Fetched by structure from above, 3 records:
SMILES,FEN1 inhibitor,TDP1 block,N370S GC
CCCCc1nn2c(=O)cc(COC(=O)c3cccc(NC(=O)c4cccc(C)c4)c3)nc2s1,4%,4%,.
CCc1ccc(CNC(=O)c2c3c(nc4ccccc24)C(=O)N(C2CCCCC2)C3)cc1,-19%,11%,.
COc1ccc(CN(C)CC(=O)Nc2cccc(S(=O)(=O)N(C)c3ccccc3)c2)c(OC)c1,-9%,2%,.

# Reformatted as tab-separated lines: entries from further up
Molecule	FEN1 inhibitor	TDP1 block	N370S GC
O=C1CCN(Cc2ccccc2)C=C1c1cccc(O)c1	16%	3%	.
CCCCc1nn2c(=O)cc(COC(=O)c3cccc(NC(=O)c4cccc(C)c4)c3)nc2s1	4%	4%	.
CCOC(=O)C1CCCN(C(=O)COc2ccc(C(=O)c3ccccc3)cc2)C1 (configuration not stated)	-3%	5%	-5%
O=C1NC2(CCCCC2)C(=O)N1/N=C/c1ccc(O)cc1O	-1%	-4%	.
CCCN(CC(=O)Nc1cccc(Br)c1)CC(=O)Nc1ccc(F)c(F)c1F	-17%	-3%	3%
COc1ccc(CN(C)CC(=O)Nc2cccc(S(=O)(=O)N(C)c3ccccc3)c2)c(OC)c1	-9%	2%	.
COc1cc(NC(=O)c2cc(Br)cc(C)c2OC)ccc1NC(=O)C(C)C	-11%	2%	17%

# The main list resumes with the 2 entries that preceded the break.
SMILES,FEN1 inhibitor,TDP1 block,N370S GC
COc1ccc(CN(C)CC(=O)Nc2cccc(S(=O)(=O)N(C)c3ccccc3)c2)c(OC)c1,-9%,2%,.
O=C(c1ccco1)N1CCN=C1SCc1c(F)cccc1Cl,-3%,-2%,8%
CCOCCn1c(CN2CCOCC2)nc2c1c(=O)[nH]c(=O)n2C,21%,8%,-4%
O=C(COc1ccc(Cl)cc1)NNC(=O)c1ccccn1,7%,9%,-3%
CCC1(c2ccc(F)cc2)NC(=O)N(CC(=O)NCc2ccccc2Cl)C1=O (configuration not stated),-15%,.,-2%
N#CCNC1CC(=O)N(c2ccc(F)cc2)C1=O (configuration not stated),4%,.,-2%
CCOC(=O)OCC1OC(C#Cc2ccccc2)C=CC1OC(=O)OCC (configuration not stated),.,4%[21 µM],-13%[12.8 µM]
COc1ccc(NC(=O)C(c2ccccc2)N(C)C(=O)c2ccc(=O)[nH]c2)cc1 (configuration not stated),7%,1%,-11%
FC(F)(F)C(Cl)Br (configuration not stated),.,7%,4%
Cc1ccc2ccc(S(=O)(=O)NCc3ccco3)cc2c1,9%,.,-13%
CCOC(=O)c1cc(C)sc1NC(=O)CN1CCN(C(=O)C2CCCO2)CC1 (configuration not stated),-14%,2%,1%
Cc1cc(NC(=O)CSc2ccc(F)cc2)no1,-6%,-2%,-2%
COC(=O)C(c1ccccc1Cl)N1CCc2sccc2C1 (configuration not stated),.,6%,-3%&-3%&7%&-25%
COc1ccc(C(=O)Nc2nc(-c3ccc([N+](=O)[O-])cc3)c(-c3ccc(OC)cc3)s2)cc1,-25%,1%,-3%
COC(=O)c1sccc1NC(=O)c1cc(-c2cccc(C)c2)nc2ccccc12,-4%,-2%,14%
N#CC(c1ccccc1)N(CCCCl)C(=O)c1ccc(Br)cc1 (configuration not stated),5%,-3%,7%
CCCCCCCn1ccc(O)c(CC(=O)OC)c1=O,4%,3%,19%
COc1ccc(-c2c(C#N)c(N)nc3c2CCc2ccccc2-3)cc1OC,-3%,2%,?
CC(C)c1cc(C(=O)NCCc2ccccc2)no1,14%,-2%,16%
CC1=C(C(=O)Nc2ccc(Cl)cc2)C(c2ccccc2C)n2ncc(C(=O)Nc3ccc(C)cc3)c2N1 (configuration not stated),-20%,0%,.
Cc1ccc2c(c1)nnn2C1CCN(C(=O)Nc2ccccc2C)CC1,9%,1%,9%
FC(F)(F)c1ccc(C2[C@H]3CN(Cc4cccnc4)[C@H](c4ccccc4)C34CC2(c2ccccc2)C4)cc1 (some centres not stated),-32%,10%&6%,-2%&-2%
O=C(c1cccc(F)c1F)N1CCCc2ccccc21,0%,.,-4%
COc1ccc(C2C(C(=O)NCCN(C)C)c3ccccc3C(=O)N2C)cc1OC (configuration not stated),-6%,1%,-7%
CC(C)(C)C(=O)/C(C#N)=C/c1ccc(O)cc1,10%,7%,11%
COCc1cc(=O)[nH]c(N2CCN(Cc3ccc4c(c3)OCO4)CC2)n1,0%,.,-11%
C=CCN1c2ccccc2C(=O)CS1(=O)=O,15%&8%,1%,.
CC(CC(=O)NCCc1ccc(S(N)(=O)=O)cc1)c1ccccc1 (configuration not stated),-1%,2%,1%
CCOC(=O)C1CCCN(C(=O)CN2C(=O)/C(=C/c3ccc(OC)cc3)Oc3ccccc32)C1 (configuration not stated),4%,0%,10%
N=C1SC(CC(=O)Nc2ccccc2[N+](=O)[O-])C(=O)N1c1ccccc1 (configuration not stated),7%,1%,-1%
CCOc1ccc(S(=O)(=O)N2CCC(C(N)=O)CC2)c2ccccc12,2%,4%,-2%
NC(=O)NCC(=O)N1CCC(C(O)(c2ccccc2)c2ccccc2)CC1,0%,3%,0%
COC(=O)c1cccc(NC(=O)CN2CCN(c3ccc(OC)cc3)CC2)c1,-2%,-7%,-3%
CCc1ccccc1NC1c2ccccc2C(=O)N1c1cccnc1 (configuration not stated),4%,-2%,-12%
CCc1ccc(OCCNC(=O)c2ccc(S(=O)(=O)N(C)C)cc2)cc1,4%,-2%,13%
